# Compound activity: PubChem, several laboratories
# Yfh1-depleted yeast – enhancers of respiration in Yfh1-depleted yeast, dose response, Friedreich's ataxia, plus single-dose screen (AID 1465); S. cerevisiae Yfh1-off respiration, WST-1 reduction, 72 h; higher fold induction means a stronger effect; one-dose fold induction at 50 µM; EC50 in µM for titrated hits; actives 0.074% (n = 220,000);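 active = fold induction of absorbance versus untreated yeast above a set limit, then at least 30% activation at any dose in follow-up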;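 note: activators that raise dye reduction in frataxin-depleted yeast; strong numbers were not always called active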
# P. falciparum M17LAP – P. falciparum M17LAP inhibitors, primary screen, biochemical, fluorogenic H-Leu-NHMec substrate, 1536-well (AID 1619). inhibition, % at 30 µM, or IC50 in µM where a hit was titrated. recombinant M17LAP, H-Leu-NHMec fluorogenic kinetic assay; higher % means a stronger effect. actives 0.38% (n = 220,000);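 active = compound inhibiting the enzyme by more than half at any dose during confirmatory dose-response retesting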;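 note: plate controls were full reaction with DMSO carrier for no effect and no enzyme background for full effect; strong numbers were not always called active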
# Autophagy HCS – autophagy modulators in MEF cells, primary screen, imaging, high-content, MEF GFP-LC3 | calls only at 10 µM (by protocol) | AID 463193, 2010 | actives 0.98% (n = 190,000) | MEF GFP-LC3 puncta imaging; test concentration mostly 10 µM;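 active = percentage of spot-positive cells more than 3 SD above its plate mean, without a fluorescence outlier flag or 80% toxicity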;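 note: spot-positive cell cutoff set from DMSO-treated cells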
# Dynein cargo inh – inhibitors of GR-EGFP nuclear translocation, primary screen, dynein cargo transport inhibitor project, imaging, high-content, 3617.4 mouse cells; test concentration mostly 20 µM; stimulated with dexamethasone, 1 µM; active compounds read low; z-score, hits read low; actives 0.47% (n = 220,000);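 active = plate z-score of nuclear minus cytoplasmic receptor signal below a set negative limit, without overly bright fluorescence or cell loss, cut at about -3.5 in these data, passing the limit was not always enough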;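 note: z-score of nuclear minus cytoplasmic ring GR-EGFP intensity difference per well; some compounds called inactive have numbers as strong as hits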
#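 Schedule: 48 h induction, then 1 h compound, then 30 min agonist, 37 °C. Buffer or medium: tetracycline-free induction medium containing charcoal-stripped FBS. Reagent: 1.0 µM final dexamethasone stimulus. Evaluation: nuclear versus cytoplasmic GR-EGFP signal, averaged per well. Signal: high-content fluorescence imaging after fixation.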
# ER stress rescue – rescue of cells from ER stress-induced death, primary screen, 384-well, CSM14.1, thapsigargin, ATP luminescence (AID 1222). 190,000 tested, under 10 active. CSM14.1 thapsigargin-induced death rescue, ATP luminescence; higher % means a stronger effect. cellular ATP content (survival), % at 20 µM, or EC50 in µM where a hit was titrated;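 active = EC50 below 50 µM in the dose-response confirmation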;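 note: death triggered by thapsigargin at about 15 µM added after 2 h compound pretreatment; cell ATP read after overnight thapsigargin exposure of roughly 18 to 22 hours; normalized against plate controls of thapsigargin alone and 5% DMSO vehicle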
# Lipid droplet – inhibitors of hepatocyte lipid droplet formation, primary screen, imaging, high-throughput imaging, BODIPY stain | AML12 mouse hepatocytes, oleate lipid droplets | inhibition, % at 6.5 µM | actives 0.4% (n = 240,000) | AID 1656, 2009;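 active = lipid droplet intensity inhibited by at least 50%, with more than 500 cells counted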
#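 Test system: AML12 hepatocytes (mouse); reagent: oleate loading, 100 µM; dosing: one dose, 6.5 µM compound; incubation: overnight exposure; signal: fluorescence imaging, 20x objective, two fields per well; read-out basis: % inhibition of corrected integrated BODIPY droplet signal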
# MT stabilize HCS – microtubule stabilizers in HeLa cells, primary screen, imaging, high-content imaging. AID 2205, 2009. actives 0.83% (n = 200,000). % tubulin-high responders, % at 10 µM. HeLa tubulin immunostaining HCS, 24 h; share of cells brighter than vehicle mean+2SD;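 active = plate Z-score above 3 for both tubulin-high and condensed-nucleus cell shares, with cell loss under 80%, at 10 µM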;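 note: anti alpha tubulin signal scored within the nucleus-defined area of each cell; some results filed as inactive read as strong as hits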
# Insulin prom up – insulin promoter activators in MIN6 cells, imaging, high-content screening, mouse beta cells; z-score at 5 µM; actives 0.3% (n = 190,000); MIN6 insulin promoter-GFP reporter; active compounds read high;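 active = z-score above 3 at 5 µM with at least 500 cells counted in the well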
# M1AAP inhibition – P. falciparum M1AAP inhibitors, biochemical, fluorogenic H-Leu-NHMec substrate, 1536-well (AID 1445). actives 0.42% (n = 220,000). inhibition, % at 30 µM; hits with a dose series show IC50 in µM. Aminopeptidase N (Plasmodium falciparum (isolate 3D7)). recombinant M1AAP, H-Leu-NHMec fluorogenic kinetic assay; higher % means a stronger effect;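 active = primary inhibition above the hit cutoff, then over 50% inhibition at one or more dose response concentrations, cut at about 23% in these data, passing the limit was not always enough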;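 note: plate controls were DMSO full reaction for no effect and no enzyme background for full effect; strong numbers were not always called active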
# Dynein cargo inh cytoplasmic EGFP – recorded beside Dynein cargo inh, whose call it bears; z-score; measured here: cytoplasmic GR-EGFP intensity; active compounds read high
# Dynein cargo inh nuclear GR-EGFP – second read-out of Dynein cargo inh, no call of its own (marks repeat the call); z-score; measured here: nuclear GR-EGFP intensity;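 lower value marks the stronger effect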
# Dynein cargo inh cell count – further read-out of Dynein cargo inh, marked with its call; z-score; measured here: cell count per field
# Insulin prom up cell count – recorded beside Insulin prom up, whose call it bears; cell count; measured here: cytotoxicity, nuclei count;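 total cells summed across four imaged fields per well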
# Lipid droplet cells 6.5 µM – also measured in Lipid droplet; calls as there; cell count; measured here: cell count, cytotoxicity flag;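 cells counted across two imaged fields per well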
# MT stabilize HCS Hoechst-high % – also measured in MT stabilize HCS; calls as there; % Hoechst-high responders; measured here: nuclear condensation Hoechst responders;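 share of cells brighter than vehicle mean plus two SD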
# MT stabilize HCS cytotoxicity % – second read-out of MT stabilize HCS, no call of its own (marks repeat the call); toxicity, %; measured here: cytotoxicity by cell density;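 0% = mean cell density of plate MIN control wells and 100% = no cells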
# Autophagy HCS cell loss 18 h – also measured in Autophagy HCS; calls as there; toxicity, %; measured here: cell loss, nuclei count;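 cell loss after 18 h compound exposure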
# The depositor's hits bear a star; i = inactive; nt = not tested or not shown; + = active, no number.
Structure,Yfh1-depleted yeast,P. falciparum M17LAP,Autophagy HCS,Autophagy HCS cell loss 18 h,Dynein cargo inh,Dynein cargo inh cytoplasmic EGFP,Dynein cargo inh nuclear GR-EGFP,Dynein cargo inh cell count,ER stress rescue,Lipid droplet,Lipid droplet cells 6.5 µM,MT stabilize HCS,MT stabilize HCS Hoechst-high %,MT stabilize HCS cytotoxicity %,Insulin prom up,Insulin prom up cell count,M1AAP inhibition
O=C(c1ccc(CN2CCc3ccccc3C2)cc1)N1CCc2ccccc2C1,nt,7%,i,-17,0.54,-0.23,1.1,-0.011,-0.6%,nt,nt,2.8,1.6,8.4,-0.34,1482,3%
COc1ccc(C2=NOC(C(=O)Nc3cc(Br)ccc3O)C2)cc1OC (centres undefined),i,-2%,i,1,3.1,0.14,2.3,-2.5,-2.4%,-9,716,2.0,0.3,46,0.68,1983,7%
CC(=O)c1coc2c1cc(O)c1ccccc12,i,-2%,i,19,-0.65,-0.3,-0.11,0.75,2.4%,nt,nt,2.6,1.1,25,-0.04,950,5%
O=C(Nc1ccccc1)C1=C(N2CCOCC2)/C(=C/c2cccnc2)CC1,i,12%,i,-3,-1.2,0.05,-0.62,1,-3.4%,1,759,1.6,1.7,8.2,-0.13,994,1%
CCCn1ccc(O)c(Cc2ccc(Cl)cc2)c1=O,i,2%,i,11,-0.18,-0.31,0.38,0.43,-0.3%,2,667,6.2,2.9,6.4,-0.15,1639,3%
Cc1cc(C(=O)NCCC2=CCCCC2)no1,i,14%,i,-1,-0.34,-0.23,-0.26,0.44,-0.5%,4,538,2.0,2.2,7.6,nt,nt,7%
CCC(C)NC(=O)C1c2cc(OC)c(OC)cc2C(=O)N(C)C1c1ccc(OC)cc1 (centres undefined),i,-4%,i,2,2.5,-0.072,1.7,-0.49,-0.9%,-4,786,3.8,1.3,0.4,0.05,1228,6%
CCCCCc1c(C)nc(N2CCc3ccccc32)[nH]c1=O,i,-12%,i,3,0.44,-0.21,0.95,0.066,-0.6%,-15,698,2.1,3.1,14,-0.25,792,3%
COc1ccc(NC(=O)c2cc(=O)c3ccccc3o2)cn1,i,2%,i,-17,-0.088,-0.14,-0.043,0.88,-0.6%,nt,nt,0.9,1.3,0.8,-0.11,1117,12%
COc1ccc(/C(C)=N/N=C(N)N)c(O)c1,i,7%,nt,nt,-0.46,-0.24,-0.62,1.6,nt,-3,733,nt,nt,nt,-0.91,988,0%
CCSc1nnc(NC(=O)CSc2nc(CC)nc3c2c(=O)n(C)c(=O)n3C)s1,i,4%,nt,nt,1.5,-0.11,0.78,-0.67,-2.4%,-4,644,9.6,0.5,2.4,0.28,1799,6%
Cc1nc(C)c(-c2csc(Nc3ccc(F)cc3)n2)s1,i,0%,i,31,2,-0.23,1.3,-1.2,nt,2,686,6.0,0.9,1.0,-1.7,1191,1%
O=C(NC1CCC(NC(=O)C(F)(F)C(F)F)CC1)C(F)(F)C(F)F (centres undefined),i,-10%,i,20,0.68,0.046,1.2,-1,-1.1%,nt,nt,3.0,3.0,7.6,2,896,0%
O=c1cnnc(Nc2ccccc2)[nH]1,i,3%,i,-4,-1.1,0.035,-0.69,0.31,-0.3%,1,678,1.7,1.9,9.8,-0.33,1237,11%
O=S(=O)(NCC(c1cccnc1)N1CCN(c2ccc(F)cc2)CC1)c1ccc(F)cc1 (centres undefined),i,-6%,nt,nt,0.12,-0.091,0.42,-0.35,nt,-2,647,2.2,2.0,5.9,0.01,1844,0%
O=[N+]([O-])c1ccc(N2CCN(c3ccc(Cl)nn3)CC2)c(Cl)c1,i,-8%,i,-3,1.3,0.65,0.77,-0.56,-1.2%,-12,765,1.2,1.2,13,-0.8,801,5%
CCc1ccc2oc(=O)cc(CN3CCN(CCO)CC3)c2c1,i,8%,i,36,3.3,-0.15,1.6,-1.8,-1.0%,nt,nt,1.1,1.7,6.7,-1.5,1234,1%
CCOC(=O)c1ccc(NC(=O)Cn2nnc(-c3ccc(F)cc3)n2)cc1,i,2%,i,11,-0.69,-0.21,0.0031,0.1,-0.8%,8,739,5.9,2.6,11,-0.74,1312,6%
CC(=O)c1cc2c(cc1NS(=O)(=O)c1ccccc1)OCO2,i,0%,i,7,-0.67,0.18,-0.26,1.3,-0.2%,6,751,1.3,1.1,21,nt,nt,6%
O=C(CN1C(=O)C2C3C=CC(C3)C2C1=O)Nc1nc(SCc2ccc(Cl)cc2)n[nH]1 (centres undefined),i,21%,i,7,-0.0036,-0.19,-0.13,-0.45,2.0%,nt,nt,2.4,0.8,2.5,-0.2,1262,6%
O=C(O)CCC(=O)Nc1ccccc1Oc1ccccc1,i,-2%,i,10,1.5,-0.0033,1.2,-1,-1.0%,0,672,3.3,1.7,7.8,-0.73,1494,7%
CC(=O)Nc1cccc(OCCCOc2ccc([N+](=O)[O-])cc2)c1,i,6%,nt,nt,0.97,-0.69,0.74,-1.5,nt,-5,416,nt,nt,nt,0.37,1020,10%
Cc1cc(C)cc(NC(=S)NCCCN2CCOCC2)c1,i,-9%,i,-3,-0.5,-0.19,-0.31,-0.12,-0.4%,0,568,3.1,3.2,8.0,nt,nt,2%
CNC(=S)N(C)c1ccccc1,i,-5%,i,19,-0.016,-0.23,-0.024,0.49,-2.5%,-2,698,2.8,2.9,6.4,0.76,1165,-2%
Nc1cc([N+](=O)[O-])ccc1O,i,30%,i,2,0.42,-0.27,0.24,-0.72,-1.9%,-32,660,1.9,3.7,8.6,0.8,1458,9%
CC(/C=C/c1ccc2c(c1)OCO2)=N/NC(=O)COc1ccc(C)cc1,i,-11%,i,15,-0.65,-0.079,-0.24,-0.87,4.1%,-10,680,7.2,2.0,3.5,0.94,1542,5%
COc1cccc(C(=O)Nc2cc(NC(=O)c3ccco3)ccc2OC)c1,i,1%,i,-6,-1.1,-0.065,-0.17,-0.67,nt,-3,680,2.1,0.9,3.0,-0.41,1161,8%
COC(=O)c1ccc(-c2noc(CN3C[C@H]4CC[C@H]3C4)n2)cc1,i,-6%,i,16,0.14,-0.31,0.0056,0.47,-2.6%,8,728,7.6,1.7,6.1,-0.09,1295,1%
COc1ccc(NC(=O)CSc2cc(C)nc3c(-c4ccccc4)cnn23)cc1,i,0%,nt,nt,0.11,-0.28,-0.17,0.78,nt,nt,nt,nt,nt,nt,1.2,1361,-2%
O=C(Nc1cccnc1)C12CC3CC(CC(C3)C1)C2,i,-1%,i,-19,-0.016,-0.22,0.47,-0.13,-0.5%,5,670,1.2,0.6,3.7,-0.12,1453,9%
CN1CCN(C(=S)Nc2cc([N+](=O)[O-])ccc2Cl)CC1,i,25%,i,-6,2,-0.12,2,-2.5,-3.2%,5,679,2.2,2.4,5.7,-0.26,1216,8%
COc1ccc(OC)c(NC(=S)NCCN2CCOCC2)c1,i,4%,i,2,0.91,-0.3,0.18,-0.19,-0.3%,16,604,2.3,1.9,0.8,-0.06,1465,-10%
COc1cc(OC)cc(-c2nc(=S)n3ccsc3n2)c1,i,1%,i,-12,0.45,-0.36,-0.43,0.28,-0.5%,2,669,6.1,2.3,13,-0.52,1161,-7%
Cc1ccccc1CSCCNC(=O)c1ccc(Cl)c(S(=O)(=O)N2CCOCC2)c1,i,-4%,i,-8,-0.67,-0.21,-0.38,-0.96,1.6%,-16,722,3.8,1.4,8.8,nt,nt,9%
O=C(c1cc(Cl)c(=O)n(Cc2ccc(Cl)cc2)c1)N1CCOCC1,i,-3%,i,-1,-0.43,-0.21,-0.54,0.28,-0.1%,nt,nt,2.0,1.8,5.6,nt,nt,9%
O=c1oc2ccccc2cc1-c1csc(Nc2nc3c(F)cccc3s2)n1,i,11%,+,-13*,2.8,-0.00059,1.5,-1.3,-2.2%,17,604,3.2,4.4,8.1,-0.61,997,9%
Cc1nnc(SCCCn2c(N3CCCCC3)nc3c2c(=O)[nH]c(=O)n3C)s1,i,6%,i,-7,-0.35,-0.22,0.084,1.2,-1.5%,-9,656,1.0,1.6,3.9,0.25,1730,3%
Cc1ccc(CCN2CC(C(=O)NCCN3CCCCCC3)CC2=O)cc1 (centres undefined),i,10%,i,1,-1.3,-0.39,-0.6,1.2,0.7%,nt,nt,4.6,1.4,1.5,-0.83,1606,5%
CC1CCc2sc(C(=O)OCC(=O)NC(N)=O)cc2C1 (centres undefined),i,-1%,nt,nt,-0.64,-0.26,-0.2,1.2,nt,8,655,nt,nt,nt,-0.77,1412,0%
